# Vif-A3G inh: qHTS for Inhibitors of Vif-A3G Interactions: qHTS; DNA dC->dU-editing enzyme APOBEC-3G (Homo sapiens), Q9HC16; HeLa A3G-eYFP + Vif (tagged APOBEC3G with the HIV-1 protein that degrades it), YFP fluorescence, overnight; Potency, µM (series often up to 46.1 µM), inactives show at the top dose activity, negative = active, usual class: inhibitors; 410,000 tested, 0.076% active; AID 602310, 2012;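 also: potency is read from the fitted curve at half-maximal effect; % is scaled to controls: 0 for no effect and ±100 for the full control effect; nearly all actives have a fitted effect of over 60% in size; hits raise eYFP signal because A3G escapes Vif-driven loss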
# Target sequence (Q9HC16 whole entry, looked up): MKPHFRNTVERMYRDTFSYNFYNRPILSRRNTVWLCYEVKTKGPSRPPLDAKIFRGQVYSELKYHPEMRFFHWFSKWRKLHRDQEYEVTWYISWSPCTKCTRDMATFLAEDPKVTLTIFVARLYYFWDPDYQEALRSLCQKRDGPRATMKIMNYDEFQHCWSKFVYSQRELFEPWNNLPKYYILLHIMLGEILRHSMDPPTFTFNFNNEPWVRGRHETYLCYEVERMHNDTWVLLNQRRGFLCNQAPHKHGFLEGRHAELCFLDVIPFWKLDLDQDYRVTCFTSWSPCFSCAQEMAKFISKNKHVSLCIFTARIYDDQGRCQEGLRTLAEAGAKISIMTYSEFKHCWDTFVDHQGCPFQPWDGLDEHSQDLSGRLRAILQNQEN
#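 Read-out is eYFP fluorescence (Ex 488/Em 500-530) from Vif-expressing HeLa A3G-eYFP cells; more signal means A3G escaped Vif-mediated degradation. Cells plated overnight, compound pinned in, incubated overnight at 37 deg C.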
# Vif-A3F inh: qHTS for Inhibitors of Vif-A3F Interactions: qHTS; HeLa A3F-eYFP + Vif (tagged APOBEC3F with the HIV-1 protein that degrades it), YFP fluorescence increase; AID 602313, 2012; Potency, µM (titrated, usually from 46.1 µM), for inactives: at the top dose activity, negative = active; 390,000 tested, 0.2% active; also: potency is read from the fitted curve at half-maximal effect; % of control where 0% means no effect; nearly all actives have a fitted effect of over 65% in size
#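 Fluorescence increase (Ex 488/Em 500-530) after overnight compound treatment at 37 deg C flags inhibition of Vif-driven A3F-eYFP loss in stable HeLa A3F-eYFP/Vif cells seeded overnight beforehand.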
# LDHA inh: qHTS assay for inhibitors of human lactate dehydrogenase; activity change, % (values are at about 110 or 230 µM); 480,000 tested, 0.15% active; L-lactate dehydrogenase A chain (Homo sapiens), P00338; purified LDHA, NADH/diaphorase-resazurin fluorescence; hits give low values; in the data active = activity change below about -30%; inconclusive = mostly about -25% to -30%;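 also: plate controls were DMSO wells for no effect and wells without enzyme for full effect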
#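 Human LDH5 at 2 nM final in Tris HCl pH 7.4 with 0.06 mM NADH and 0.2 mM pyruvate, reacted 5 minutes at room temperature. Remaining NADH coupled via diaphorase/resazurin; resorufin fluorescence read at 0 and 20 minutes, normalized to enzyme-free and DMSO wells.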
# RXFP1 agonist: qHTS Assay for Agonists of the Relaxin Receptor RXFP1 | Potency, µM (titrated, usually from 57.5 µM), without a hit: at the highest dose activation, usual class: activators | HEK293T-RXFP1 cAMP TR-FRET, 30 min; response scale: percent of porcine relaxin response, buffer zero | AID 2676, 2010 | 370,000 tested, 0.3% active | Relaxin receptor 1 (Homo sapiens), Q9HBX9; also: potency is read from the fitted curve at half-maximal effect; % is scaled to controls: 0 for no effect and ±100 for the full control effect; nearly all actives have a fitted effect of over 60% in size; many of its hits are not listed in these tables
#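 Agonist response is measured as cAMP accumulation in an RXFP1-transfected HEK293T line under PDE4 inhibition. Values are scaled between buffer-only and 29 nM porcine relaxin, and EC50s come from standard Hill equation fits.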
# Glioma ERSR ind: qHTS for Inducers of the Endoplasmic Reticulum Stress Response (ERSR) in Human Glioma: qHTS. U87-MG GRP78 promoter luciferase reporter, 16 h. Potency, µM, without a hit: at the highest dose activation, actives largely listed as activators. 420,000 tested, 0.02% active. AID 602332, 2012; also: potency is read from the fitted curve at half-maximal effect; series mostly up to about 76 µM; % of control where 0% means no effect; nearly all actives have a fitted effect of over 35% in size
#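 Stably transfected U87-MG glioma cells carrying a GRP78-based luciferase sensor; 16 h compound incubation. Luminescence end-point read 10 min after Bright-Glo addition at room temperature.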
# TrxR1 substrate: qHTS Assay for Substrates of Mammalian Selenoprotein Thioredoxin Reductase 1 (TrxR1): qHTS; Thioredoxin reductase 1, cytoplasmic (Rattus norvegicus), O89049; purified TrxR1 substrate turnover, NADPH consumption readout; Potency, µM (highest dose often 114 µM), without a hit: top-dose activity change, negative = substrate turnover; 390,000 tested, 0.01% active; also: potency is read from the fitted curve at half-maximal effect; % is scaled to controls: 0 for no effect and ±100 for the full control effect; nearly all actives have a fitted effect of over 50% in size
#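 Rat TrxR1, dispensed at 90 nM, was prereduced with 400 uM NADPH (final) for 5 min at ~22 deg C, then incubated with compound 15 min before 400 uM selenite. A first-read NADPH fluorescence drop versus no-compound background flagged substrates.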
# PI4K2A block: qHTS for small molecular inhibitors of PI4K2A. Phosphatidylinositol 4-kinase type 2-alpha (Homo sapiens), Q9BTU6. purified PI4K2A, ADP-Glo luminescence, 1 h; hits give low values. activity change, negative = inhibition, % at 76.9 µM. 420,000 tested, 0.13% active. AID 1346378, 2018; in the data active = activity change below about -50%; inconclusive = mostly about -30% to -49%;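 also: -100% = wells without enzyme as full effect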
#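 ADP-Glo luminescence measured ADP generated by PI4K2A enzyme (4 ug/mL before mixing) with 1.2 mM PI substrate (pre-mix) and 300 microM ATP (pre-mix). Tris pH7.5 buffer with MgCl2, Triton X-100; 1 h reaction at ambient temperature.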
# mIDH1 inhibitor: qHTS for Inhibitors of mutant isocitrate dehydrogenase 1 (IDH1): qHTS. IDH1-R132H enzyme, NADPH consumption, diaphorase/resazurin fluorescence. Potency, µM (top dose mostly 76.6 µM), for the others: at the top dose activity change, negative = inhibition, most hits filed as inhibitors. 390,000 tested, 0.093% active. AID 602179, 2012; also: potency is read from the fitted curve at half-maximal effect; % is scaled to controls: 0 for no effect and ±100 for the full control effect; nearly all actives have a fitted effect of over 65% in size
# Target sequence (O75874 whole entry R132H, stated change not applied): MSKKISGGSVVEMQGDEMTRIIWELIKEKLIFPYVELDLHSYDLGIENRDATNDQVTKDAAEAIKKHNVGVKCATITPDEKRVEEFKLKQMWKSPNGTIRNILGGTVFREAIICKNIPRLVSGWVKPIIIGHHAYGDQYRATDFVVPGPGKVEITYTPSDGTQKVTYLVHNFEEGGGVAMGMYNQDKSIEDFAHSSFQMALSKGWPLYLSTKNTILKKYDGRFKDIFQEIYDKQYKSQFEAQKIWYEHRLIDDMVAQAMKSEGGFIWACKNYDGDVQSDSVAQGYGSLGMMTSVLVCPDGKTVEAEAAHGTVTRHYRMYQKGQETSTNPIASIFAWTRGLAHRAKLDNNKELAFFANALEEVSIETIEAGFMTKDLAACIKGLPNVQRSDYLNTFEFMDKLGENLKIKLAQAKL
#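 IDH1-R132H (0.5 ug/mL dispensed) in pH 7.5 Tris buffer was preincubated 30 min with compound, then given a substrate mix of 0.016 mM NADPH and 2 mM alpha-KG for 80 min at room temperature; remaining NADPH was read by diaphorase/resazurin fluorescence.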
# USP1-UAF1 inh: Inhibitors of USP1/UAF1: Primary Screen | Ubiquitin carboxyl-terminal hydrolase 1 (Homo sapiens), O94782 | recombinant USP1/UAF1, Ub-Rhodamine cleavage fluorescence | Potency, µM (doses to about 57.1 µM), for inactives: at the highest dose activity change, negative = inhibition, most hits filed as inhibitors | 390,000 tested, 0.23% active | AID 743255, 2014; also: potency is read from the fitted curve at half-maximal effect; % is scaled to controls: 0 for no effect and ±100 for the full control effect; nearly all actives have a fitted effect of over 60% in size; inactives centre near -12
#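 1 nM enzyme complex + cpd, 15 min RT; start with Ub-Rho 150nM final; kinetic fluorescence ex 480/em 540, 6 reads q60 s. Buffer 50mM HEPES pH 7.8, 0.5mM EDTA, 0.1 mg/ml BSA, 1mM TCEP, 0.01% Tween-20.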
# Active calls of the source: *; ? = inconclusive; . = no result given; & = joins results of further samples; [ ] = dose if it differs, or a comment. Unless noted, calls follow the shape of the dose curve; as a rule, active = well fitted curve in the direction sought with a large enough effect; inconclusive = small, poorly fitted or top-dose-only effect, or another doubt; inactive = no such curve, though single readings can be large; an effect the other way counts as inactive or inconclusive. A portion of the library. The share of hits here may be higher or lower than overall.
SMILES,Vif-A3G inh,Vif-A3F inh,LDHA inh,RXFP1 agonist,Glioma ERSR ind,TrxR1 substrate,PI4K2A block,mIDH1 inhibitor,USP1-UAF1 inh
O=C(CC1C(=O)NCCN1Cc1ccoc1)NCCc1ccc(Cl)cc1 (centres undefined),0%,24%,2,5.6%,0%,5%,-2,-8%,-9%
Cc1ccc(CNC(=O)CCCn2c(=O)c3ccccc3n(Cc3ccccc3Cl)c2=O)cc1,3%,-11%,0,1.6%,3%,-4%,10,0%,-4%
O=C1OCC(c2ccccc2)=C1c1ccc(S(=O)(=O)N2CCOCC2)s1,0%,-1%,6,-1.7%,-2%,7%,0,-2%,-15%
O=S1(=O)CCC(NC(=S)NC2CCS(=O)(=O)C2)C1 (centres undefined),5%,16%,-1,3.9%,-4%,-19%[57.1 µM],4,6%,-15%
CCOc1cc(/C=C\[N+](=O)[O-])ccc1OCC(=O)N1CCOCC1,-18%,?,4,-2.0%,-13%,8%[57.1 µM],-1,-2%,-9%
Cc1c(C(=O)N2CCN(c3ccccc3)CC2)sc2nc3n(c(=O)c12)CCC3,-3%&0%,-8%&0%,0&-4,2.5%&1.0%,-3%&-1%,-3%&-8%,-5&2,13%&14%,-9%&11%
CC1c2cc3c(cc2CCN1C(=O)c1cccc(Cl)c1)OCCCO3 (centres undefined),?,-17%,1,0.3%,-2%,5%,0,2%,-17%
CC1CC(C)CN(C(=O)C(C)N2CCN(S(=O)(=O)c3cccs3)CC2)C1 (centres undefined),-1%,-4%,-5,1.5%,-3%,2%,5,10%,-8%
CCCCCc1ccc(-c2cn(CC3CCCCC3)nn2)cc1,5%&1%,-1%,-9,-0.2%,-5%&6%,3%&4%,-4,5%,-18%
Cc1ccc(-n2nc(-c3ccco3)cc2C(=O)O)c(C)c1,-4%,-2%,4,3.2%,-1%,-3%,-6,2%,2%
CC(C)(C)c1ccc(C2SCC(=O)N2c2cccc(C(=O)O)c2)cc1 (centres undefined),3%,0%,3,-2.1%,-1%,1%,0,-9%,-22%
Nc1ccc(C#Cc2ccccc2)cc1,-2%,-2%,-3,0.0%,-5%,-2%,1,8%,-6%
COc1cc(OC)cc(C(=O)Nc2ccc(S(=O)(=O)Nc3nc(C)cc(C)n3)cc2)c1,-6%,10%,-11,2.3%,0%,7%,2,15%,-12%
O=C(c1ccc(F)cc1)N1CCN(c2cc(=O)[nH]nc2-c2ccccc2)CC1,-5%,6%,-17,0.7%,-4%,11%[57.1 µM],2,14%,1%
O=C(/C=C/c1ccc(Cl)cc1Cl)c1cccnc1,-16%,5%,-9,0.2%,-13%,7%[57.1 µM],20,-10%,-21%
CCOC(=O)c1cc2nc(OCC)nc(OCC)c2[nH]1,-2%,-8%,2,.,0%,31%[57.1 µM],1,-3%,-12%
CCOC(=O)CSc1nnc(-c2ccco2)n1-c1ccc(C)cc1,-11%,.,-3,0.1%,-1%,9%,3,6%,-23%
Cc1c(C)n(Cc2ccccc2)c2ccc(C(=O)NCCc3ccccc3Cl)cc12,0%,-1%,-4,-1.6%,-1%,-3%[57.1 µM],2,-16%,?
Cc1ccc(CNC(=O)c2c(-c3cccc(Br)c3)noc2C)o1,-1%,2%,4,0.5%,-2%,1%[57.1 µM],-5,-3%,-2%
Cc1coc(C)c1C(=O)CC1(O)C(=O)Nc2cc(Cl)cc(Cl)c21 (centres undefined),-7%,0%,-1,2.4%,-9%,-2%,-15,3%,-2%
COc1ccccc1C1NC(=O)c2n[nH]c(-c3cccs3)c21 (centres undefined),-23%,-15%,-4,-1.1%,-4%,3%,-4,21%,-6%
CC1CCCCN1C(=O)c1ccc(C(=O)c2ccccc2)cc1 (centres undefined),1%,5%,-1,.,0%,-6%,0,-10%,-14%
Clc1ccc2c(c1)C1CC2CCN1Cc1ccccc1 (centres undefined),0%,0%,-3,.,5%,0%,2,1%[38.3 µM],-11%
CCN(CC)S(=O)(=O)c1ccc(NN=C2CCN(C(C)C)CC2)c([N+](=O)[O-])c1,-1%,1%,-1,0.0%,-2%,-1%,-3,7%,-6%
CCOC(=O)N1CCC(N(CCN(C)C)C(=S)Nc2ccccc2Cl)CC1,0%,2%,-1,1.5%,-4%,6%,-5,-4%,-20%

# Look-ups from the entries so far:
# `CCOC(=O)N1CCC(N(CCN(C)C)C(=S)Nc2ccccc2Cl)CC1` – Glioma ERSR ind = -4%
# `CC1CC(C)CN(C(=O)C(C)N2CCN(S(=O)(=O)c3cccs3)CC2)C1` (centres undefined) – Glioma ERSR ind = -3%

# Continuation.
SMILES,Vif-A3G inh,Vif-A3F inh,LDHA inh,RXFP1 agonist,Glioma ERSR ind,TrxR1 substrate,PI4K2A block,mIDH1 inhibitor,USP1-UAF1 inh
C=CCc1cc(C)ccc1OCCCC(C(=O)OCC)C(=O)OCC,-1%,5%,-2,1.7%,-3%,-3%[57.1 µM],-7,10%,-9%
CCC(CC)C(=O)Nc1c2c(nn1-c1ccc(F)cc1)CS(=O)(=O)C2,0%,-1%,2,1.7%,-3%,3%,6,-4%,-20%
COc1cccc(NC(=O)N2CCC(NC(=O)C(Cc3ccccc3F)NC(C)=O)CC2)c1 (centres undefined),-3%,-8%,-8,5.0%,-2%,2%,-9,-6%,-25%
Cc1ccc(CSc2nc3ccc(NC(=O)COc4ccccc4)cc3s2)cc1,-2%,-15%,-6,6.4%,-2%,4%,3,-3%,?
Cc1cccc(OCCCC(=O)Nc2ccc(N3CCCCC3)cc2)c1,-2%,.,0,-0.4%,-4%,-1%,5,-2%,-1%
COc1ccccc1NS(=O)(=O)c1cc(NC(=O)c2[nH]c(C)c(C(C)=O)c2C)ccc1N1CCOCC1,-22%,-23%,2,0.0%,-2%,5%[57.1 µM],0,-11%,-15%
CC(C)(C)OC(=O)N1CCC(c2c(C(=O)NCCN3CCc4ccccc4C3)cnn2-c2ccc(F)cc2)CC1,1%,5%,1,0.8%,-1%,3%,-2,-5%,-25%
CCC(c1nnc(SCC(=O)NC2CCCCC2)n1Cc1ccccc1)N(C)C (centres undefined),-4%,-12%,-3,-1.0%,-1%,4%,-2,4%,-8%
CCN(CC)CCOC(=O)c1ccc(NC(=O)Cn2ncc3c([nH]c4ccc(C)cc43)c2=O)cc1,-2%,0%,-7,0.4%,-4%,-4%,-4,-10%,-19%
NC(=O)c1cc([N+](=O)[O-])c(Cl)cc1NCc1cccnc1,6%,3%,-5,2.5%,-5%,8%[57.1 µM],5,5%,-4%
C=CCOc1ccc(C2C(C(=O)c3cccs3)=C(O)C(=O)N2c2nnc(C)s2)cc1 (centres undefined),?,?,-6,.,?,-10%,-1,3%,48%[activator]
Cc1ccc(CNC(=O)CSc2n[nH]c(N)n2)cc1,1%,2%,-5&1,-0.7%,-1%,8%,-10,4%,-18%
COc1ccc(NC(=O)c2ccc3c(c2)OCO3)cc1[N+](=O)[O-],-5%,-11%,0,2.5%,0%,-17%[57.1 µM],3,10%,-15%
C/C(=N\Nc1nc2ccccc2[nH]1)c1ccc2c(c1)OCCO2,-3%,?,-7,0.2%,-5%,0%[57.1 µM],0,2%,-18%
CC(=O)OC(C(=O)NC1CCCCC1)c1cccc(F)c1 (centres undefined),0%,-4%,0,0.8%,-2%,1%,-3,14%,-22%
Cn1c(=O)c2[nH]c(NN=Cc3ccc(F)cc3)nc2n(C)c1=O,0%,0%,0,.,7%,7%[57.1 µM],2,0%,-1%
Cc1ccc(NC(=O)C(=O)NCCCN2CCCC2=O)cc1,0%,-5%,2,-0.5%,-7%,-4%,-4,-7%,6%
CC(NC(=O)/C=C/c1ccc(Br)cc1)c1ccccc1 (centres undefined),-1%,3%,-8,3.2%,2%,-11%,2,4%,-8%
COc1cccc(C(=O)NNC(=O)c2cccc(F)c2)c1,3%,-10%,-1,1.2%,-2%,-9%,3,1%,-10%
Cc1noc2ncnc(Oc3cc(Cl)ccc3Cl)c12,?,9%,-7,-2.8%,-2%,-11%,2,-9%,1%
COC(=O)[C@@H]1C[C@@]2(O)[C@H](O)[C@H](O)[C@H](O)C[C@H]2N1Cc1ccc(C(C)(C)C)cc1,3%,0%,0,3.6%,2%,0%,-1,-2%,-34%
Cc1nn(-c2ccc(F)cc2)c(C)c1/C=C/C(=O)N1CCNC(=O)C1,-5%,0%,1,3.6%,-7%,10%[0.0914 µM],-7,0%,-8%

# Bioassay records deposited in PubChem by National Center for Advancing Translational Sciences (NCATS).
